Assay outcomes: PubChem, Vanderbilt University
GIRK2 activator: Activates human GIRK2-containing potassium channels | P48051 | HEK293 GIRK2/NPY4 cells, thallium flux fluorescence | activation (% efficacy), % for hits at 37.5 µM | 34,000 tested, under 10 active;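 active = primary screen hit, no activity in plain HEK293 cells, and in GIRK2-only cells above 5% efficacy rising with concentration; inactive = the rest, including fluorescent compounds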;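 note: efficacy is normalized control-subtracted fluorescence 15 s after thallium addition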
Target sequence (P48051 whole entry, looked up): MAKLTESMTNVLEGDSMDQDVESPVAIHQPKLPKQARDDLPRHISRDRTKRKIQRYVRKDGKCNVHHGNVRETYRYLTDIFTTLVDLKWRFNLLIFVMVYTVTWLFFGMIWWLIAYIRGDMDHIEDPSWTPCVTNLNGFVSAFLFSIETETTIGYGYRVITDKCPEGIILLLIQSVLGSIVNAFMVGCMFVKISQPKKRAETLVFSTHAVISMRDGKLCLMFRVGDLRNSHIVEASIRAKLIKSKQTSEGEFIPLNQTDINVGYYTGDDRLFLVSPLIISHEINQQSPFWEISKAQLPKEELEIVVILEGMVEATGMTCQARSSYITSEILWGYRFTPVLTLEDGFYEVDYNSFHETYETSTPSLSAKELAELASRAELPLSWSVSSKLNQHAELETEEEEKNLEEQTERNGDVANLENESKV
Calls only; i = inactive.

SMILES	GIRK2 activator
COC(=O)c1ccc2c(=O)n(CC(=O)O)c(=S)[nH]c2c1	i
O=C(Cc1ccc(F)cc1)N(CCCn1ccnc1)c1nc2c(F)cccc2s1	i
Cc1cc(C(=O)Nc2cccc(N3CCCC3=O)c2)ccc1[N+](=O)[O-]	i
COc1ccc2ncc(C#N)c(Nc3ccc(OC)c(OC)c3)c2c1	i
CCCOc1ccc(S(=O)(=O)n2nnc3ccccc32)cc1	i
CCNC(=O)N1CCN(Cc2nc(-c3ccc(F)cc3)cs2)CC1	i
Cc1cccc(NC(=O)CSc2nnc(C)s2)c1	i
O=C(Cn1ccc2ccccc21)N1CCN(c2ccc(-c3cccnc3)nn2)CC1	i
COc1ccc(C)cc1NC(=O)COc1ccccc1C(C)(C)C	i
COc1ccc(OC)c(Nc2nnc(Cc3ccc(C)cc3)c(=O)[nH]2)c1	i
O=C(Cc1cc(-c2ccc(Cl)cc2)on1)Nc1ccccc1-c1ccccc1	i
COc1ccc(S(=O)(=O)NCC(O)(c2ccccc2)C(F)(F)F)c(C)c1 (configuration not stated)	i
COc1ccccc1Cc1noc(C2CN(C(=O)c3ccccc3SC)C2)n1	i
O=C(NCC1CCCO1)C1CN(C(=O)COc2ccccc2F)C1 (configuration not stated)	i
C=CCNc1oc(-c2ccc(S(=O)(=O)N3CCC(C)CC3)cc2)nc1C#N	i
COc1ccc(CCNS(=O)(=O)c2cc3c4c(c2)CCN4C(=O)CC3)cc1OC	i
CCCCOc1ccc(S(=O)(=O)Nc2cccc(-c3ccc(=O)n(C)n3)c2)cc1	i
O=C(c1ccc(Cl)cc1)N1CCOC(c2ccccc2)C1 (configuration not stated)	i
CC(O)(CNC(=O)Nc1ccccc1C(F)(F)F)C1CC1 (configuration not stated)	i
COc1ccc(OC)c(-c2cc3ccc4c(c3oc2=O)CN(Cc2ccncc2)CO4)c1	i
COc1ccc(S(=O)(=O)CCC(=O)Nc2nc(-c3ccc(Cl)cc3Cl)cs2)cc1	i
CC(=O)Nc1cccc(NC(=O)C(=O)NCC2CCN(C3CCCC3)CC2)c1	i
CCSc1ccccc1C(=O)NCCCn1cccc1	i
COc1ccc(S(=O)(=O)CCCC(=O)Nc2nc3ccc4ccccc4c3s2)cc1	i
O=C(c1ccc([N+](=O)[O-])s1)N(CCN1CCOCC1)c1nc2c(F)cccc2s1	i

Additional results:
SMILES	GIRK2 activator
COc1cc(S(=O)(=O)NC(C)c2ccc(-n3ccnc3)cc2)c(OC)cc1C (configuration not stated)	i
COCC(=O)N1CCCc2ccc(NC(=O)CSCc3ccccc3)cc21	i
COc1ccc(OC)c(-c2ccc(=O)n(CC(N)=O)n2)c1	i
O=S(=O)(NCc1ccsc1)c1ccccc1Cl	i
CSc1ccccc1NC(=O)C(=O)NCCc1ccc(Cl)cc1	i
CN(CCO)CC(=O)N1N=C(c2ccco2)CC1c1ccc(Cl)cc1Cl (configuration not stated)	i
O=S(=O)(c1ccc(F)cc1F)N1CCN(Cc2nc(-c3ccco3)cs2)CC1	i
CCOc1ccc(-c2cc(=O)n(CC(=O)Nc3ccc(Cl)cc3Cl)cn2)cc1	i
CCc1nnc(-c2cccc(OCC(=O)N3CCN(c4ccccc4)CC3)c2)o1	i
CCOc1cn(-c2ccc(F)cc2)nc1C(=O)N1CCN(C)CC1	i
Cc1ccc(S(=O)(=O)NCC2CCN(c3ncccn3)CC2)s1	i
CSc1ccc(-c2noc(Cn3ccn4nc(-c5ccc(Cl)cc5)cc4c3=O)n2)cc1	i
O=C(NCC1CCN(C(=O)COc2ccccc2)CC1)c1ccc2nsnc2c1	i
COc1ccc(C2(CNC(=O)C(=O)Nc3ccc(C(F)(F)F)cc3)CCCC2)cc1	i
COC(=O)N1CCC(CNC(=O)c2ccc3nsnc3c2)CC1	i
CCOC(=O)C(C)Sc1ccc(NC(=O)C(C)C)nn1 (configuration not stated)	i
CCOC(=O)CSc1nc2c(-c3ccccc3)c[nH]c2c(=O)n1Cc1ccccc1OC	i
Cc1nn(C2CCS(=O)(=O)C2)c2nc(-c3ccccc3)cc(C(=O)NCCC3=CCCCC3)c12 (configuration not stated)	i
CS(=O)(=O)N1CCC(C(=O)NCCc2csc(-c3ccc(F)cc3)n2)CC1	i
COc1ccc(CC(=O)Nc2ccc(N3CCCCS3(=O)=O)cc2)cc1	i
O=C(NCC1CCN(C(=O)Nc2ccc(F)cc2)CC1)c1ccc2c(c1)OCO2	i
COc1ccc(S(=O)(=O)CCC(=O)Nc2nnc(-c3cc(C)nn3C)o2)cc1	i
O=C(CN1CCC(c2nnc(-c3ccc(F)cc3)o2)CC1)c1ccccc1	i
Cc1cc(C)c(C#N)c(SCC(=O)Nc2nc(-c3ccccc3)ns2)n1	i
C#CCOCC(O)CN1CCN(c2cc(Cl)ccc2C)CC1 (configuration not stated)	i

Further entries follow.
SMILES	GIRK2 activator
COCCNC(=O)NCC1CCN(S(C)(=O)=O)CC1	i
Cc1ccc2nc(NC(=O)c3ccc(=O)n(Cc4ccc(F)cc4)c3)sc2c1	i
CCOC(=O)N1CCN(CC(O)COC2CC(C)CC(C)(C)C2)CC1 (configuration not stated)	i
O=C(O)c1cc(-c2cccc(O)c2)nc2nc(-c3ccccc3)[nH]c12	i
CC1CN(CC(O)COCCOc2ccc(C(C)C)cc2)CC(C)O1 (configuration not stated)	i
Cc1ccc(CNC(=O)Cn2c(=O)c3sccc3n(Cc3cccc([N+](=O)[O-])c3)c2=O)cc1	i
O=C(CSc1cc(N2CCN(c3ccccc3F)CC2)ncn1)c1cccs1	i
O=C(NCC1CCN(C(=O)c2cccnc2)CC1)C(=O)Nc1ccccc1Cl	i
Cc1cc(C)c2c(n1)nn1c(NC(C)c3ccccc3)cc(C)nc21 (configuration not stated)	i
CN(Cc1ccccc1)S(=O)(=O)c1ccc(-c2nc(C#N)c(NCc3ccccc3)o2)cc1	i
COC(=O)N1CCC(CNS(=O)(=O)c2ccc(OC(F)(F)F)cc2)CC1	i
CC(=O)Nc1cccc(NC(=O)C(=O)NCC2(c3cccs3)CCOCC2)c1	i
Cn1nnnc1SCC(=O)NCCn1nc(-n2cccn2)ccc1=O	i
CC(=O)NC1C(Oc2cccc(C)c2)OC2COC(c3ccco3)OC2C1O (configuration not stated)	i
O=C(CCc1csc(NC(=O)c2ccc[nH]c2=O)n1)NCC1CCCO1 (configuration not stated)	i
COCCNC(=O)c1nnn(-c2ccccc2)c1CSc1nc(C)cc(C)n1	i
COc1cccc(CNC(=O)c2c(O)c3ccccc3[nH]c2=O)c1	i
CC(C)(Oc1ccc(Cl)cc1)C(=O)NCC1CCN(c2ccccn2)CC1	i
COc1cccc(CNC(=O)Cn2c(=O)n(C(C)C)c(=O)c3nscc32)c1	i
O=C(NCc1ccc(F)cc1)NCC(O)(c1ccco1)C1CC1 (configuration not stated)	i
COc1ccccc1OCC(=O)NCC1CCN(C2CCCC2)CC1	i
COCCn1c(N)c(C(=O)NC(C)CCc2ccccc2)c2nc3ccccc3nc21 (configuration not stated)	i
CC(C)(C)c1ccc(NC(=O)N2CC(=O)Nc3ccccc32)cc1	i
CCOc1ccc(-c2ccc(=O)n(CCNC(=O)C(C)Oc3ccccc3F)n2)cc1 (configuration not stated)	i
CCc1cccc(NC(=O)Cn2c(-c3ccccc3)nc3c(c2=O)CN(CC)CC3)c1	i

Remaining list, next part:
SMILES	GIRK2 activator
O=C(Nc1ccc2c(c1)N(C(=O)c1cccs1)CC2)c1ccc(F)c(F)c1	i
COC(=O)Cn1c(=O)c2c(nc(-n3nc(C)cc3C)n2CCC(C)C)n(C)c1=O	i
COc1ccccc1CCNC(=O)c1cc(N2C(=O)CCS2(=O)=O)ccc1Cl	i
COC(=O)COc1nc(C)cc(C)c1C#N	i
CSc1ccc(-c2noc(Cn3c(=O)n(-c4ccccc4F)c(=O)c4sccc43)n2)cc1	i
CN(C)c1ccc(C(=O)NCCCS(=O)(=O)N2CCN(c3ccccc3)CC2)cc1	i
CC(C)c1nnc(NC(=O)c2ccc(S(=O)(=O)NC3CCCC3)cc2)s1	i
CC(C)S(=O)(=O)c1ccc(C(=O)Nc2nc3c(s2)CSc2ccccc2-3)cc1	i
CCOc1ccc(-c2ccc(=O)n(CCCC(=O)NCc3ccc(C)cc3)n2)cc1	i
Cn1cccc1C(O)CNC(=O)NCCCc1ccccc1 (configuration not stated)	i
Cc1cccc(OCC(=O)NCCn2nc(-c3ccco3)ccc2=O)c1	i
CCOc1ccc2nc(NC(=O)COc3nccc(C)n3)sc2c1	i
CCC(=O)c1ccc2c(c1)CCCC2	i
O=C(N1CCC(c2nnc(-c3ccc(F)cc3)o2)CC1)C1(c2cccs2)CCCC1	i
Cc1cc(-c2nnc(NC(=O)c3ccc(Br)s3)o2)n(C)n1	i
COc1ccc(C(=O)NCC(c2cccs2)N(C)C)cc1 (configuration not stated)	i
O=C(Cn1nc(-c2ccc3c(c2)OCO3)ccc1=O)Nc1ccc2c(c1)OCO2	i
COc1ccc(C(=O)N2CCN(c3nccn3C)CC2)cc1OC	i
CN(C)C(CNC(=O)C(=O)Nc1ccc(OC(F)(F)F)cc1)c1ccccc1Cl (configuration not stated)	i
COc1ccc(CNC(=O)Nc2cc(-c3ccsc3)ccc2NC(C)=O)cc1OC	i
CC(=O)N1CCc2ccc(NC(=O)NCc3cccs3)cc2C1	i
O=C(NCC1CCN(C(=O)COc2ccccc2)CC1)C1c2ccccc2Oc2ccccc21	i
O=S(=O)(NCc1cnn2ccccc12)c1ccc2ccccc2c1	i
CC(C)C(=O)Nc1ccc(C(=O)NCCNC(=O)CCSc2ccccc2)cc1	i
O=C(Cc1cc(-c2cc3ccccc3o2)on1)N1CCCc2ccccc21	i

Next compounds follow.
SMILES	GIRK2 activator
NS(=O)(=O)c1ccc(NC(=O)C2(c3cc(-c4ccco4)on3)CC2)cc1	i
Cc1nc2c(sc3ccccc32)c(=O)n1CC(=O)NCc1ccc2c(c1)OCO2	i
O=C(c1ccco1)N1CCc2ccc(NS(=O)(=O)c3ccc(F)cc3F)cc21	i
O=C(C1CCC1)N1CCCSCC1CN1CCOCC1 (configuration not stated)	i
Cc1ccc(-c2cc(C(=O)NCc3cccnc3)c(C)o2)cc1	i
COc1ccccc1-c1cc(C(=O)O)c2[nH]c(-c3ccccc3)nc2n1	i
O=C(Nc1ccc2c(c1)OCO2)Nc1ccc2c(c1)N(C(=O)c1ccccc1)CCC2	i
O=C(CCCn1nc(-c2cccs2)ccc1=O)Nc1nc2ccccc2[nH]1	i
COc1cc(CN2C(=O)C(=O)c3cc(C)cc(C)c32)ccc1OCCC(C)C	i
Cc1cc(NC(=O)C(=O)NCC2(c3ccccc3)CCOCC2)no1	i
Cc1ccc(-n2nnc3c(SCC(=O)N4CCCCCC4)ncnc32)cc1	i
COc1ccc(-c2cn(CC(=O)Nc3ccc(NC(C)=O)cc3)nc2N2CCOCC2)cc1	i
CCc1ccccc1NC(=O)CCc1c(C)nn(-c2nc(C)cc(=O)[nH]2)c1C	i
COC(=O)N1CCC(CNC(=O)c2ccsc2)CC1	i
O=C(c1ccc(Br)o1)N1CCC(Cn2cnc3ccccc32)CC1	i
N#Cc1ccc(Cl)cc1NC(=O)C(=O)NCCC(O)c1ccco1 (configuration not stated)	i
C=CCn1c(SCC(=O)NCc2ccc3c(c2)OCO3)nc2sc3c(c2c1=O)CCCCC3	i
CCn1nnc2c(SCc3cccnc3)ncnc21	i
O=S(=O)(NCCOc1ccc(-c2ccc(F)cc2)nn1)c1ccc(F)c(Cl)c1	i
COc1ccc(S(=O)(=O)c2c(N)n(CCN)c3nc4ccccc4nc23)cc1	i
O=S(=O)(c1cc(F)ccc1F)N1CCC(Cn2ccnc2-c2ccccc2)CC1	i
O=S(=O)(c1cccc(Cl)c1)N1CCN(Cc2ccc3c(c2)OCO3)CC1	i
C#CCn1c(=NC(=O)c2ccn(CC)n2)sc2c(C)cc(C)cc21	i
Cn1nc(NC(=O)c2cc(=O)c3ccccc3o2)c2c1NC(=O)CC2c1cccs1 (configuration not stated)	i
O=C(NCCc1ccccc1)Nc1cccc(N2CCCCC2=O)c1	i

Reprinted at random: two entries already listed
SMILES	GIRK2 activator
Cc1ccc(-c2cc(C(=O)NCc3cccnc3)c(C)o2)cc1	i
N#Cc1ccc(Cl)cc1NC(=O)C(=O)NCCC(O)c1ccco1 (configuration not stated)	i

Among those listed so far, these have an NH in an aromatic ring.
SMILES	GIRK2 activator
COC(=O)c1ccc2c(=O)n(CC(=O)O)c(=S)[nH]c2c1	i
COc1ccc(OC)c(Nc2nnc(Cc3ccc(C)cc3)c(=O)[nH]2)c1	i
CCOC(=O)CSc1nc2c(-c3ccccc3)c[nH]c2c(=O)n1Cc1ccccc1OC	i
O=C(O)c1cc(-c2cccc(O)c2)nc2nc(-c3ccccc3)[nH]c12	i
O=C(CCc1csc(NC(=O)c2ccc[nH]c2=O)n1)NCC1CCCO1 (configuration not stated)	i
COc1cccc(CNC(=O)c2c(O)c3ccccc3[nH]c2=O)c1	i
COc1ccccc1-c1cc(C(=O)O)c2[nH]c(-c3ccccc3)nc2n1	i
O=C(CCCn1nc(-c2cccs2)ccc1=O)Nc1nc2ccccc2[nH]1	i
CCc1ccccc1NC(=O)CCc1c(C)nn(-c2nc(C)cc(=O)[nH]2)c1C	i

Remaining list, next part.
SMILES	GIRK2 activator
CN(c1ccsc1C(=O)Nc1ccc2c(c1)OCCO2)S(=O)(=O)c1ccccc1	i
Cc1ccc(NC(=O)Cn2cnc(-c3cccs3)cc2=O)cc1F	i
O=C(NCC1CCN(C(=O)Nc2ccc(F)cc2)CC1)c1ccsc1	i
CC1CC(C)CN(S(=O)(=O)CCCOc2ccc3c(c2)OCO3)C1 (configuration not stated)	i
Cn1nc(C2CCCN(C(=O)COc3ccccc3)C2)n(-c2ccccc2)c1=O (configuration not stated)	i
CC(C)C(=O)NCCS(=O)(=O)N1CCN(c2ccccn2)CC1	i
Cc1nn2c(N3CCN(c4ccccn4)CC3)c3c(nc2c1-c1ccccc1)CCC3	i

Five entries out of the list, ordered by number of heavy atoms, ascending:
SMILES	GIRK2 activator
CC(C)C(=O)NCCS(=O)(=O)N1CCN(c2ccccn2)CC1	i
CC1CC(C)CN(S(=O)(=O)CCCOc2ccc3c(c2)OCO3)C1 (configuration not stated)	i
O=C(NCCc1ccccc1)Nc1cccc(N2CCCCC2=O)c1	i
Cn1nc(C2CCCN(C(=O)COc3ccccc3)C2)n(-c2ccccc2)c1=O (configuration not stated)	i
Cc1nn2c(N3CCN(c4ccccn4)CC3)c3c(nc2c1-c1ccccc1)CCC3	i

These rows are one share of the data (hit frequency here may not be typical).
